SSB-PriA inh: K. pneumoniae PriA-SSBct interaction inhibition. inhibition, % at 33 µM. AlphaScreen SSBct-PriA binding, biotinylated peptide. hit rate 0.6% among 430,000. AID 1272365; in the data active means inhibition mostly above about 37%, no sharp cut-off; inactive means mostly below about 20%;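 further: plate controls were negative control peptide for no effect and reference peptide for full effect; strong numbers were not always called active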
Rv3671c protease: Rv3671c (M. tuberculosis) protease inhibition. inhibition, % at 5.96 µM. hit rate 0.048% among 320,000. P9WHR9; in the data active means inhibition above about 38%;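 further: extracellular domain of Rv3671c used as enzyme; 0% = enzyme with DMSO and 100% = no enzyme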
Target sequence (P9WHR9 whole entry, looked up, the tested form may be a part): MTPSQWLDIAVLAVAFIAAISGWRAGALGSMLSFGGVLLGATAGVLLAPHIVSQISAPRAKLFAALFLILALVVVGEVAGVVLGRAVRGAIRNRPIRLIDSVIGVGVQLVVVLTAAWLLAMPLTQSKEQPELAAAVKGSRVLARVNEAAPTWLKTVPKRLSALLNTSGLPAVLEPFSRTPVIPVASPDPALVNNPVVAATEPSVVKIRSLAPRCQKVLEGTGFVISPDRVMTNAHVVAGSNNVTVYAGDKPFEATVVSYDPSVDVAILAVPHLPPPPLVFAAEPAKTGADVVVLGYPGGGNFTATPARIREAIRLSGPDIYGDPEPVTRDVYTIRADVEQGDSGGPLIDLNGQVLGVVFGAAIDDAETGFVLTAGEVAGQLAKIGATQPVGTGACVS
BoNT-F LC inh: inhibitors of Botulinum neurotoxin F light chain protease; Multiplex microsphere protease cleavage assay, flow cytometry; inhibition, % at 10 µM; hit rate 0.22% among 360,000; AID 588497; in the data active means inhibition above about 35%, passing the limit was not always enough; further: plate controls were buffer without enzyme for full effect and enzyme alone for no effect
SARS 3CLpro inh: SARS-CoV 3CLpro protease inhibition. hit rate 0.14% among 290,000. inhibition, % at 6 µM. P0C6X7. recombinant SARS-CoV 3CLpro, quenched FRET peptide cleavage; in the data active means inhibition above about 12%
BoNT A protease: BoNT A light chain protease inhibition; multiplex microsphere protease substrate cleavage, flow cytometry; inhibition, % at 10 µM; hit rate 0.17% among 360,000; AID 588499; further: plate controls were buffer without enzyme for full effect and enzyme alone for no effect
PrPC TRFRET: reduces human prion protein on the cell surface | P04156 | cell surface PrPC, TR-FRET read-out | inhibition, % at 13.8 µM | hit rate 0.43% among 370,000 | AID 720596; in the data active means inhibition above about 24%; further: 0% = median of the test wells and 100% = reference compound wells
VHR inh abs: DUSP3 (human) phosphatase inhibition. P51452. recombinant VHR phosphatase, pNPP absorbance. inhibition, % at 13.3 µM. hit rate 0.52% among 290,000. AID 1654; in the data active means inhibition above about 50%; further: some compounds called inactive have numbers as strong as hits
Target sequence (P51452 whole entry, looked up): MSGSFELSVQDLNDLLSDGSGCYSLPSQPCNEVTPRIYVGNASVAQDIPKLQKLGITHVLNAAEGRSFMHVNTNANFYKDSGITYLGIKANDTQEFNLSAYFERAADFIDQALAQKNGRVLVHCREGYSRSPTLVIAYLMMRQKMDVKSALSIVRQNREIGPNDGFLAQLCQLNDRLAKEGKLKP
Anthrax LF inh2: inhibitors of Bacillus anthracis lethal factor protease. multiplex microsphere protease cleavage assay, LF. inhibition, % at 10 µM. hit rate 0.12% among 360,000. AID 588501; further: plate controls were buffer without enzyme for full effect and enzyme alone for no effect
MazEF act: increases E. coli MazEF RNase cleavage of RNA. P0AE70. FAM/BHQ RNA-DNA oligo cleavage fluorescence, 5 h. activation, % at 20 µM. hit rate 0.32% among 350,000; in the data active means activation above about 50%
Target sequence (P0AE70 whole entry, looked up): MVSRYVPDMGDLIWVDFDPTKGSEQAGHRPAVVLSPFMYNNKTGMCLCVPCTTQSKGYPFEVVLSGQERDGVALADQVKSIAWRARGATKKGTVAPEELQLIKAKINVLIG
CCHFV vOTU inh: blocks the CCHF virus ovarian tumor domain protease; inhibition, % at 11.5 µM; hit rate 0.55% among 370,000; CCHFV vOTU protease, Pep-AMC fluorescence; in the data active means inhibition above about 30%; further: 0% = vehicle wells with enzyme and 100% = no enzyme wells
Active calls of the source: *; . = not tested or not shown; & = joins results of further samples. Unless noted, no stated cut-off is given here; in the data, active means inhibition above about 30%; inconclusive means no clear call, values can overlap the other calls; inactive means below that. Only part of the results is shown, so the mix of outcomes need not match the whole.

Field names – A = SSB-PriA inh; B = Rv3671c protease; C = BoNT-F LC inh; D = SARS 3CLpro inh; E = BoNT A protease; F = PrPC TRFRET; G = VHR inh abs; H = Anthrax LF inh2; I = MazEF act; J = CCHFV vOTU inh
[1] CCC(=O)c1cn([C@H](CCC(OC)OC)CC(=O)OC(C)(C)C)cc1CC
  A: -5	B: -8	C: 1	D: .	E: -0.6	F: 6	G: .	H: 0	I: 4	J: 0

[2] COc1ccc(OC)c(NC(=S)NN2CCN(C)CC2)c1
  A: -13	B: 1	C: -22	D: -1	E: -1.0	F: -6	G: -6	H: -2	I: 3	J: 7

[3] O=C(COc1ccccc1)Nc1cccc(-c2nnc(-c3ccccc3)o2)c1
  A: 4	B: -81	C: 8	D: .	E: -0.5	F: -11	G: 15	H: -4	I: -1	J: 6

[4] COc1ccc(C)cc1NC(=O)C1CC(=O)N(CCc2ccc(F)cc2)C1 (centres undefined)
  A: -4	B: .	C: 6	D: .	E: 0.1	F: 4	G: .	H: -4	I: -6	J: -8

[5] COc1ccc(-c2nnn(CC(=O)NCc3cccs3)n2)cc1OC
  A: -10	B: -5	C: -2	D: -1	E: -0.3	F: 0	G: -11	H: -3	I: -17	J: -22

[6] O=C(OCC(=O)N1CCN(S(=O)(=O)c2ccc(Cl)cc2)CC1)c1cc(Br)ccc1O
  A: 4	B: 0	C: 2	D: .	E: -4.2	F: -3	G: .	H: 0	I: 1	J: -1

[7] CCCOc1ccc([C@@H]2C3CN(C(=O)OCC)CC=C3C(C#N)=C(N)C2(C#N)C#N)cc1OC (some centres undefined)
  A: 0	B: -2	C: -6	D: -4	E: 2.3	F: .	G: 14	H: 0	I: -2	J: .

[8] CCOC1OC2C(CO)OC(n3cnc4c(N)ncnc43)C2O1 (centres undefined)
  A: -15	B: 7	C: -6	D: -7	E: -0.2	F: -3	G: 12	H: -7	I: 7	J: 0

[9] NC(=O)CS(=O)(=O)c1ccc(Cl)cc1
  A: -2&-10	B: -4	C: 5	D: -5	E: -0.3	F: 7	G: 30	H: 0	I: 5	J: 7

[10] CC1CC(C(F)(F)F)n2ncc(C(=O)O)c2N1 (centres undefined)
  A: -8	B: -4	C: -1	D: 4	E: -0.7	F: 8	G: -22	H: -8	I: -2	J: 6

[11] COc1cccc(-c2cnc3c(NC=O)cc(-c4cccc(NC(C)=O)c4)cn23)c1
  A: .	B: .	C: -7	D: .	E: 0.0	F: -5	G: .	H: 1	I: .	J: -8

[12] C1=CC(c2cc3ccccc3o2)OC(CCc2ccccc2)C1 (centres undefined)
  A: -30	B: 4	C: 2	D: 0	E: -0.1	F: -5	G: 24	H: -8	I: 0	J: 8

[13] Cc1cccc(NC(=O)C2CCCN2C(=O)Oc2ccccc2)c1 (centres undefined)
  A: -8	B: 4	C: -10	D: -2	E: -0.7	F: 2	G: 12	H: -6	I: 2	J: -11

[14] CCC(c1nnnn1-c1ccc(OC)cc1)N1CCN(C/C=C/c2ccccc2)CC1 (centres undefined)
  A: .	B: .	C: -1	D: .	E: -0.3	F: -17	G: .	H: -4	I: .	J: 11

[15] O=C(CN1CCN(CN2C(=O)NC3(CCCCCC3)C2=O)CC1)Nc1cccc(F)c1
  A: 1	B: -2	C: 0	D: .	E: -0.3	F: -1	G: .	H: 0	I: 3	J: -4

[16] COc1ccc(N2CCN(S(=O)(=O)CCNC(=O)C34CC5CC(CC(C5)C3)C4)CC2)cc1
  A: 12	B: -2	C: -6	D: 1	E: -1.0	F: -10	G: 7	H: -1	I: 3	J: 15

[17] CCOCCCNC(=O)c1cn(C)c2ccc(S(=O)(=O)N3CCCC3)cc2c1=O
  A: -2	B: -4	C: 1	D: 1	E: -1.7	F: -2	G: 4	H: -4	I: 12	J: 4

[18] COc1ccc(S(=O)(=O)CC(=O)Nc2nnc(C(F)(F)F)s2)cc1
  A: -8	B: 3	C: 6	D: -2	E: 1.7	F: -1	G: -4	H: 0	I: 0	J: 5

[19] COc1ccc(NC(=O)CN(C)C(=O)c2cn(-c3ccccc3)nc2-c2cccs2)cc1
  A: 11	B: -4	C: .	D: .	E: .	F: 4	G: .	H: .	I: 2	J: -1

[20] Cc1ccc(SCc2nc(-c3ccccc3)no2)cc1
  A: -98	B: -11	C: -41	D: -1	E: -2.2	F: 0	G: 0	H: 0	I: 2	J: 5

[21] COc1ccc2[nH]c3c(c2c1)CCN1C(=O)C(CC(=O)NCCCN(C)C)C[C@H](C(=O)N2CCCCC2)[C@@]31CCc1ccccc1 (some centres undefined)
  A: 4	B: .	C: -2	D: .	E: -0.7	F: 2	G: .	H: -4	I: 29	J: -5

[22] O=C(COc1ccc(Cl)cc1Cl)NN1C(=O)/C(=C\c2ccc(Cl)cc2)SC1=S
  A: 6	B: 7	C: 1	D: -2	E: -1.7	F: 8	G: 8	H: 3	I: -27	J: 2

[23] Cn1/c(=N/NC(=O)c2cccc(OC(F)F)c2)sc2ccccc21
  A: .	B: -12	C: -16	D: 1	E: 0.8	F: 9	G: 5	H: -4	I: 9	J: -10

[24] COc1ccccc1NC(=O)CSc1nnc2ccccn12
  A: -7	B: -6	C: -7	D: .	E: -5.7	F: 1	G: .	H: -3	I: 9	J: 4

[25] CCc1ccccc1N(CC(=O)NC(C)(C)C)C(=O)CCC(=O)Nc1ccccn1
  A: -17	B: 6	C: -2	D: 8	E: 0.0	F: -5	G: 16	H: 6	I: 6	J: 6

[26] O=C(CCc1ccccc1)N1Cc2cc(N3CCCCC3)ccc2-n2nncc2C1
  A: .	B: .	C: -27	D: .	E: -4.1	F: -1	G: .	H: -23	I: .	J: 9

[27] COCCNC(=O)c1ccc2ccccc2n1
  A: -2	B: -5	C: 2	D: 2	E: 0.8	F: 3	G: -13	H: 1	I: -9	J: 13

2 of these compounds, reformatted.
item | mol | SSB-PriA inh | Rv3671c protease | BoNT-F LC inh | SARS 3CLpro inh | BoNT A protease | PrPC TRFRET | VHR inh abs | Anthrax LF inh2 | MazEF act | CCHFV vOTU inh
2 | COc1ccc(OC)c(NC(=S)NN2CCN(C)CC2)c1 | -13 | 1 | -22 | -1 | -1.0 | -6 | -6 | -2 | 3 | 7
3 | O=C(COc1ccccc1)Nc1cccc(-c2nnc(-c3ccccc3)o2)c1 | 4 | -81 | 8 | . | -0.5 | -11 | 15 | -4 | -1 | 6

Some of these compounds in order of length of the SMILES, high to low:
Field names – A = SSB-PriA inh; B = Rv3671c protease; C = BoNT-F LC inh; D = SARS 3CLpro inh; E = BoNT A protease; F = PrPC TRFRET; G = VHR inh abs; H = Anthrax LF inh2; I = MazEF act; J = CCHFV vOTU inh
[21] COc1ccc2[nH]c3c(c2c1)CCN1C(=O)C(CC(=O)NCCCN(C)C)C[C@H](C(=O)N2CCCCC2)[C@@]31CCc1ccccc1 (some centres undefined)
  A: 4	B: .	C: -2	D: .	E: -0.7	F: 2	G: .	H: -4	I: 29	J: -5

[16] COc1ccc(N2CCN(S(=O)(=O)CCNC(=O)C34CC5CC(CC(C5)C3)C4)CC2)cc1
  A: 12	B: -2	C: -6	D: 1	E: -1.0	F: -10	G: 7	H: -1	I: 3	J: 15

[6] O=C(OCC(=O)N1CCN(S(=O)(=O)c2ccc(Cl)cc2)CC1)c1cc(Br)ccc1O
  A: 4	B: 0	C: 2	D: .	E: -4.2	F: -3	G: .	H: 0	I: 1	J: -1

[22] O=C(COc1ccc(Cl)cc1Cl)NN1C(=O)/C(=C\c2ccc(Cl)cc2)SC1=S
  A: 6	B: 7	C: 1	D: -2	E: -1.7	F: 8	G: 8	H: 3	I: -27	J: 2

[14] CCC(c1nnnn1-c1ccc(OC)cc1)N1CCN(C/C=C/c2ccccc2)CC1 (centres undefined)
  A: .	B: .	C: -1	D: .	E: -0.3	F: -17	G: .	H: -4	I: .	J: 11

[18] COc1ccc(S(=O)(=O)CC(=O)Nc2nnc(C(F)(F)F)s2)cc1
  A: -8	B: 3	C: 6	D: -2	E: 1.7	F: -1	G: -4	H: 0	I: 0	J: 5

[23] Cn1/c(=N/NC(=O)c2cccc(OC(F)F)c2)sc2ccccc21
  A: .	B: -12	C: -16	D: 1	E: 0.8	F: 9	G: 5	H: -4	I: 9	J: -10

[5] COc1ccc(-c2nnn(CC(=O)NCc3cccs3)n2)cc1OC
  A: -10	B: -5	C: -2	D: -1	E: -0.3	F: 0	G: -11	H: -3	I: -17	J: -22

[10] CC1CC(C(F)(F)F)n2ncc(C(=O)O)c2N1 (centres undefined)
  A: -8	B: -4	C: -1	D: 4	E: -0.7	F: 8	G: -22	H: -8	I: -2	J: 6

[27] COCCNC(=O)c1ccc2ccccc2n1
  A: -2	B: -5	C: 2	D: 2	E: 0.8	F: 3	G: -13	H: 1	I: -9	J: 13
